M4 ag – human M4 muscarinic receptor agonists, primary screen, CHO-K1 cells, Fluo-8 calcium fluorescence | 360,000 tested, 0.14% active | AID 624127, 2012 | Muscarinic acetylcholine receptor M4 (Homo sapiens), P08173 | activation, % at 3 µM | CHO-K1 hM4/Gqi5; vehicle 0%, full acetylcholine response 100%;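 active means activation above the run mean over all test wells plus 3 SD, cut at about 32% in these data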;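 further: peak over basal fluorescence ratio per well then scaled between controls; 0% = DMSO wells and 100% = acetylcholine at EC100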
TAAR1 agonist – human TAAR1 agonists, primary screen, Fluo-8 calcium fluorescence, CHO RD-HGA16 cells; activation, % at 3 µM; Trace amine-associated receptor 1 (Homo sapiens), Q96RJ0; vehicle wells 0%, saturating PEA agonist 100%; 360,000 tested, 0.99% active;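 active means activation above the mean activation of all test compounds in the run plus 3 SD, cut at about 38% in these data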
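Test system: RD-HGA16 (CHO) cells co-expressing Gα16 and hTAAR1 / Benchmarks: DMSO vehicle as 0%, PEA at EC100 as 100% / Repeats: no replicates (n 1) / Measure: % activation from peak over basal fluorescence ratio, DMSO-to-PEA scaled / Timing: 17-24 h plating, Fluo-8 75 min 37 °C, 30 min RT / Technique: kinetic Fluo-8 calcium fluorescence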
M4 antag – human M4 muscarinic receptor antagonists, primary screen, CHO cells, Fluo-8 calcium fluorescence; 360,000 tested, 0.73% active; CHO-hM4 cells, ACh EC80; inhibition, % at 3 µM; AID 624125, 2012;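 active means inhibition above its plate's cutoff, the mean inhibition of sample wells plus 3 SD, cut at about 27% in these data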;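 further: 0% = acetylcholine EC80 with DMSO and 100% = DMSO without agonist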
M1 ag – human M1 muscarinic receptor agonists, primary screen, Fluo-8 calcium fluorescence, CHO-K1 cells, HTS; 360,000 tested, 0.33% active; activation, % at 3 µM; Muscarinic acetylcholine receptor M1 (Homo sapiens), P11229; CHO-K1 hM1, agonist mode; 0% DMSO, 100% acetylcholine EC100; AID 588814, 2011;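 active means activation above the run's mean compound activation plus 3 SD, cut at about 16% in these data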;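 further: peak over basal fluorescence ratio within a 140 s kinetic read after compound addition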
Target sequence (P11229 whole entry, looked up): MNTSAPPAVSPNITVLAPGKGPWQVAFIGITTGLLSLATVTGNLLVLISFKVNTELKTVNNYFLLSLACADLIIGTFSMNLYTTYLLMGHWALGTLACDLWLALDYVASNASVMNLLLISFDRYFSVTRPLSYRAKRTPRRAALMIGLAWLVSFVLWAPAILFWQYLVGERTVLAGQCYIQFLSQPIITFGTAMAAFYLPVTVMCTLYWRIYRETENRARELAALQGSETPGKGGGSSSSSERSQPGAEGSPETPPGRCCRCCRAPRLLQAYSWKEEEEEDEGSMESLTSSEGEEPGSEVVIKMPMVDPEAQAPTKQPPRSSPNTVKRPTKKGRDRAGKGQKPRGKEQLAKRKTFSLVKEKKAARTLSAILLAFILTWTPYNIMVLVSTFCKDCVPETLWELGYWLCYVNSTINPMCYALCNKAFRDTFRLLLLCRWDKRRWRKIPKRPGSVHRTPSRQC
CHRM1 antagonist – human M1 muscarinic receptor antagonists, primary screen, CHO-K1 cells, Fluo-8 calcium fluorescence, 1536-well | 360,000 tested, 1.3% active | CHO-K1 hM1, ACh EC80 antagonist | Muscarinic acetylcholine receptor M1 (Homo sapiens), P11229 | inhibition, % at 3 µM;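 active means percent inhibition above its own plate's cutoff, namely the mean of that plate's compound wells plus 3 SD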;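 further: peak over basal fluorescence ratio during 140 s after agonist addition; 0% = ACh EC80 plus DMSO and 100% = DMSO alone without agonist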
M5 antag – human M5 muscarinic receptor antagonists, primary screen, CHO cells, Fluo-8 calcium fluorescence; 360,000 tested, 0.59% active; inhibition, % at 3 µM; Muscarinic acetylcholine receptor M5 (Homo sapiens), P08912; AID 624040, 2012; CHO-hM5 cells, ACh EC80;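 active means inhibition above a per-plate cutoff, the mean of that plate's test compounds plus 3 SD, cut at about 27% in these data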;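 further: 0% = acetylcholine EC80 with DMSO and 100% = DMSO without agonist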
Target sequence (P08912 whole entry, looked up): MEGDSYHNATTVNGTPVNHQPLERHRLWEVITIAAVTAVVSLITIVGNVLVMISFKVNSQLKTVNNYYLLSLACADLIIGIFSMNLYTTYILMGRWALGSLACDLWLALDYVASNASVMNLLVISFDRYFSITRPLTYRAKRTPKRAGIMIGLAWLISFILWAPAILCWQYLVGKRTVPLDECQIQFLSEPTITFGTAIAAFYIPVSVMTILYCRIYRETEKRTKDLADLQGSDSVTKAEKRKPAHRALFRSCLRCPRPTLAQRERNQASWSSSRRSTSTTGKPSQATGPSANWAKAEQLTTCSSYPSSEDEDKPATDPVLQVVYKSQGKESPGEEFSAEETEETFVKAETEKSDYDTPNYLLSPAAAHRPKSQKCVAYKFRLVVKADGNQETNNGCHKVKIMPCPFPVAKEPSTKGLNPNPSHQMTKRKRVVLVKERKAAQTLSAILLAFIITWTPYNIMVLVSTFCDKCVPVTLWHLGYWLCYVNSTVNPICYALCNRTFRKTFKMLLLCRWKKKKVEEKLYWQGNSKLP
CHRM5 PAM – human M5 muscarinic receptor positive allosteric modulators, primary screen, CHO-K1 cells, Fluo-8 calcium fluorescence; Muscarinic acetylcholine receptor M5 (Homo sapiens), P08912; CHO-K1 hM5, ACh EC20 PAM; 0% = ACh EC20, 100% = ACh EC100; activation, % at 3 µM; 360,000 tested, 0.3% active; AID 624038, 2012;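 active means activation above the run cutoff, the mean activation of all test compounds plus 3 SD, cut at about 18% in these data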
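Assay system: CHO-K1 hM5 cells. Also added: acetylcholine at EC20 concentration, added after compound. Dosing: 3 µM, single dose. Times: compound preincubation 140 s before EC20 acetylcholine addition. Signal: Fluo-8 calcium fluorescence. Measure: % activation relative to EC20 and EC100 ACh responses. Repeats: singlicate, one well per test compound.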
CHRM1 PAM – human M1 muscarinic receptor positive allosteric modulators, primary screen, CHO-K1 cells, Fluo-8 calcium fluorescence, 1536-well; CHO-K1 hM1, ACh EC20; 0% = ACh EC20, 100% = maximal ACh; 360,000 tested, 0.088% active; activation, % at 3 µM; in the data active means activation above about 19%, passing the limit was not always enough
M5 ag – human M5 muscarinic receptor agonists, primary screen, CHO-K1 cells, Fluo-8 calcium fluorescence. 360,000 tested, 0.19% active. Muscarinic acetylcholine receptor M5 (Homo sapiens), P08912. activation, % at 3 µM. CHO-K1 hM5 cells; 0% DMSO wells, 100% maximal acetylcholine response;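 active means activation above the run's mean over test compounds plus 3 SD, cut at about 23% in these data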;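 further: signal is peak over basal fluorescence ratio across the kinetic read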
An asterisk follows results filed as active. Not all compounds are listed; count on the stated rates, not on these rows.

no.	Structure	M4 ag	TAAR1 agonist	M4 antag	M1 ag	CHRM1 antagonist	M5 antag	CHRM5 PAM	CHRM1 PAM	M5 ag
1	Cc1nn(C)c(C)c1C1C(C#N)=C(N)OC2=C1C(=O)CCC2 (stereo unspecified)	0.9	1.5	-5.6	-6.4	-4.5	-2.8	0.8	-4.8	-0.8
2	CCOC(=O)N1CCN(S(=O)(=O)c2ccc(C)cc2)C1	1.7	0.7	-8.6	0.1	-15.3	-5.5	2.5	17.8	3.5
3	COc1cc(NC(=O)c2sc3ncn(CC(=O)N4CCC(C)CC4)c(=O)c3c2C)cc(OC)c1OC	-1.9	2.0	-12.0	-2.2	-6.7	-3.9	-0.2	3.5	-2.5
4	CCOC(=O)C(=NC1CCS(=O)(=O)C1)NNc1cc(Cl)ccc1Cl (stereo unspecified)	2.4	-0.1	7.7	-1.7	0.4	8.5	6.0	7.0	0.7
5	CCOC(=O)N1CCN(C(=O)CSCC(=O)N=c2sc3cc(OC)ccc3n2C)CC1	0.7	-1.8	-4.3	4.7	-14.4	4.1	-0.1	5.8	1.3
6	COc1ccc(C(=O)CN2C(=O)NC3(CCCCCC3)C2=O)c(OC)c1	1.4	2.7	-6.2	-3.8	7.2	-3.9	10.6	1.9	2.9
7	Fc1ccc(CNn2cnnc2SCc2ccc(F)cc2)cc1	4.1	5.0	3.7	-4.8	4.5	-7.2	2.7	-2.0	-4.1
8	CCC/C(C)=N/NC(=O)c1ccccc1O	1.1	0.0	-4.1	-1.7	-9.6	-7.7	-2.7	-1.0	0.7
9	COc1ccc(N(CC(=O)Nc2ccc(OC)cc2OC)S(=O)(=O)c2ccccc2)cc1	0.2	1.2	-4.5	-5.4	0.3	5.2	5.0	3.9	-3.9
10	COCCn1c2nc(=O)n(-c3ccccc3)c(=O)c-2nc2ccccc21	65.2*	58.9*	17.3	56.3*	18.3	7.6	-6.0	-21.9	28.4*
11	CCC1C(=O)n2nc(-c3ccccc3)cc2N=C1C (stereo unspecified)	1.0	1.3	-2.9	-4.3	1.3	-3.2	-1.6	1.9	2.6
12	COC(=O)c1ccccc1NC(=O)c1cc(C2CC2)on1	13.9	-1.7	-15.8	-5.1	25.9	7.6	-14.7	-14.3	1.0
13	CC1CC(C)CN(C(=O)c2ccc(C(=O)c3ccccc3)cc2)C1 (stereo unspecified)	3.1	5.5	-1.7	-2.9	-4.8	3.5	-6.9	3.0	3.6
14	Cc1nn2c(NCc3cccnc3)c3c(nc2c1-c1ccccc1)CCC3	3.3	-2.5	2.4	-6.7	0.8	8.8	-0.9	2.7	-7.1
15	N/C(=N\OC(=O)c1cccs1)c1cccc(Br)c1	-0.2	-2.4	-0.5	-2.6	-21.0	-4.9	9.5	14.8	1.7
16	Cc1ccccc1CN(c1ccc(C(=O)N/N=C/c2ccc(OCC(N)=O)cc2)cc1)S(C)(=O)=O	0.8	-0.7	3.7	-2.2	-0.8	3.8	4.8	4.0	-1.6
17	COc1ccc(NC(=O)CCN=C2NS(=O)(=O)c3ccccc32)cc1S(=O)(=O)N(C)C	-0.6	5.4	-6.8	-4.3	-4.8	-4.2	3.6	7.8	-0.8
18	Cc1ccc(Cl)cc1N(CC(=O)NCc1ccccc1)S(C)(=O)=O	1.1	0.4	7.6	-3.7	-6.4	-2.7	0.1	2.8	2.2
19	COc1ccc(CCC2(C)NC(=O)NC2=O)cc1 (stereo unspecified)	-0.7	2.8	11.4	-4.0	14.6	2.5	-3.6	-17.3	0.6
20	O=C1NC(=S)N/C1=C\c1cccnc1	18.1	2.0	5.3	-1.5	18.2	11.8	-17.6	-7.1	3.9
21	CCOc1cc(/C=N/n2cnnc2)ccc1O	2.3	-0.1	-12.0	1.3	-17.4	-7.9	1.2	17.4	0.9
22	Cn1cc(S(=O)(=O)N2CCCC2)cc1C(=O)N1CCN(c2cccc(Cl)c2)CC1	7.1	3.7	-14.8	-3.5	-8.3	-1.4	-1.7	6.0	2.5
23	O=C(NCCS(=O)(=O)c1ccc(Br)cc1)c1ccc(Cl)cc1Cl	1.8	2.6	0.5	0.6	-17.3	7.2	8.7	15.2	-2.4
24	Cc1ccc(C)c(NC(=O)c2cc(C)nc3ccccc23)c1	2.2	2.3	-14.4	-1.4	-10.7	3.8	4.8	1.8	-3.7
25	CCNC(=O)c1cccc(NC(=O)c2cc(C3CC3)nc3c2cnn3C(C)C)c1	15.1	7.4	-10.9	-1.2	7.5	12.1	-19.6	-4.5	1.6

Compound profiles, from the list above. Values in the order: M4 ag | TAAR1 agonist | M4 antag | M1 ag | CHRM1 antagonist | M5 antag | CHRM5 PAM | CHRM1 PAM | M5 ag
CCOC(=O)C(=NC1CCS(=O)(=O)C1)NNc1cc(Cl)ccc1Cl (stereo unspecified) across the screens: 2.4 | -0.1 | 7.7 | -1.7 | 0.4 | 8.5 | 6.0 | 7.0 | 0.7
CCOc1cc(/C=N/n2cnnc2)ccc1O across the screens: 2.3 | -0.1 | -12.0 | 1.3 | -17.4 | -7.9 | 1.2 | 17.4 | 0.9

Going on with the list:
no.	Structure	M4 ag	TAAR1 agonist	M4 antag	M1 ag	CHRM1 antagonist	M5 antag	CHRM5 PAM	CHRM1 PAM	M5 ag
26	COCCCNC(=O)c1c(N)n(-c2ccc3c(c2)OCO3)c2nc3ccccc3nc12	3.3	20.8	4.9	-2.4	-18.5	-1.3	2.6	2.5	-1.3
27	CCOC(=O)/C(C)=N/NC(=O)c1ccc([N+](=O)[O-])cc1	0.7	4.4	2.5	-7.6	-2.8	9.6	-0.6	5.2	-3.5
28	CCN(CC)CCCN=Cc1c(O)n(-c2cccc(C)c2)c(=O)c2ccccc12	0.3	3.1	5.1	-3.3	-3.6	-11.5	9.4	2.1	-1.2
29	O=C(O)c1ccc(CSc2nnc(-c3cccnc3)n2-c2ccc(Br)cc2)cc1	0.2	-0.1	2.4	-2.2	-2.5	5.5	2.6	7.1	-1.9
30	Cc1cc(C)cc(NC(=S)N2CCN(C(=O)c3ccco3)CC2)c1	1.1	6.2	2.4	2.7	-8.2	-2.9	-2.6	15.6	-3.9
31	CC(C)Oc1ccc(S(=O)(=O)N2CCOCC2)cc1NC(=O)c1ccc(N2CCCC2=O)cc1	4.2	1.9	-0.9	-2.0	9.4	28.5*	-11.9	-2.2	-4.9
32	CNc1c(NS(=O)(=O)c2ccc(F)cc2)c(=O)oc2ccccc12	1.7	-1.9	-13.1	-6.6	19.3	0.3	-2.7	-10.9	0.9
33	CC(NC(=O)Nc1ccc(Cl)cc1)c1ccccc1 (stereo unspecified)	6.2	4.2	5.8	0.6	-9.7	0.9	-9.1	1.9	4.4
34	CCOC(=O)C1CCN(C(=O)CSc2ccccc2Cl)CC1	1.5	1.5	9.0	-5.0	7.2	0.1	-16.8	-4.7	-4.4
35	Cc1cccc(C(=O)Nc2nccs2)c1[N+](=O)[O-]	0.8	4.4	-2.1	-4.6	-7.7	-4.4	1.1	5.9	0.2
36	Cc1cc(NC(=O)c2cc(Cl)ccc2Cl)no1	-0.6	6.6	7.7	-4.9	-6.0	0.2	0.4	5.6	-1.5
37	O=C(Nc1ccccc1Cl)c1cccc(NC(=O)c2cccs2)c1	10.1	4.2	-5.9	-2.0	-7.2	-4.9	8.1	0.5	-0.6
38	Cc1ccc(-c2nc(SCC(=O)NCC3CCCO3)c(-c3ccc(C)cc3)[nH]2)cc1 (stereo unspecified)	0.2	0.7	-4.3	-4.6	-13.6	-0.5	1.1	11.1	0.7
39	CCOC(=O)C1CCCN(C(=O)c2cccc(S(=O)(=O)N(C)c3ccc(C)cc3)c2)C1 (stereo unspecified)	5.8	15.4	3.9	-0.9	37.4*	6.5	-11.3	-13.0	-0.9
40	Cc1ccc(NC(=S)N2CCCN(Cc3ccc(F)cc3)C2)c(C)c1	0.8	0.4	-10.1	-4.1	-6.6	-0.6	-2.0	3.0	-5.8
41	O=C(CSc1nc2ccccc2c(=O)n1CCCC(=O)N1CCCC1)NCc1ccco1	0.3	8.4	-21.6	-5.7	-1.3	2.1	-4.1	0.9	1.0
42	O=C1C=CC(=O)N1c1ccc(OC(F)F)cc1	0.2	2.4	1.5	-6.3	-1.4	4.0	-1.2	0.8	-0.9
43	COC(=O)c1ccc2c(=O)n(CC3CCCO3)c(SCC(=O)Nc3ccc(OC)cc3OC)nc2c1 (stereo unspecified)	0.1	6.0	-10.3	1.1	-6.5	8.4	-2.1	4.1	-0.1
44	CCOC(=O)c1c(NC(=O)CSC(=S)N(C)C)sc(C)c1C	0.8	5.0	-1.8	-9.2	-8.8	-2.3	-0.7	7.1	-4.2
45	Cc1ccc(S(=O)(=O)NNC(=O)Nc2ccc([N+](=O)[O-])cc2)c(C)c1	7.5	1.7	-4.9	-1.9	4.2	14.6	-8.8	-3.9	-0.2
46	COc1ccc(C(=O)N/C(=C\c2cn(C)c3ccccc23)C(=O)NCCCN2CCOCC2)cc1OC	-0.4	3.8	-8.4	-3.1	-5.0	10.8	-2.7	4.2	-5.3
47	C=CCC[C@H](Cc1ccc(F)cc1)C(=O)OC[C@@H]1CCCN1C(=O)[C@@H](CC=C)CC(=O)NCCO	3.8	9.0	-12.2	-3.6	3.5	-3.5	5.9	4.1	4.9

Screens deposited in PubChem BioAssay by The Scripps Research Institute Molecular Screening Center.
